HIV RNase H inh – blocks HIV-1 RNase H cleavage of RNA/DNA duplex; inhibition, % at 10 µM; RT-RNase H RNA/DNA duplex cleavage, fluorescence; P04585; 65,000 compounds, 1.9% hits; in the data active = inhibition above about 50%
RmlC RmlD mix – RmlC/RmlD inhibition, mixture screen. 110,000 compounds, 0.39% hits. AID 1532. inhibition, % at 5.5 µM. RmlC/RmlD coupled enzyme inhibition, 384-well mixture HTS; in the data active = inhibition above about 30%, passing the limit was not always enough; also: strong numbers were not always called active
* marks the source's active call; other numbers are inactive results; . = no result given. An excerpt; count on the stated rates, not on these rows.

SMILES	HIV RNase H inh	RmlC RmlD mix
Cc1ccc2c(c1)C(C)CC(C)(C)N2C(=O)NC1CCCCC1 (centres undefined)	.	-15
Cc1cc(N2C(=O)C(=O)/C(=C(/O)c3ccc(F)cc3)C2c2ccc(F)cc2)no1 (centres undefined)	4	3
Cc1ccc(NC(=O)CN(C)C(=O)CSc2nc3ccccc3c(=O)n2Cc2ccco2)cc1	.	-85
COc1ccc(CCN2C(=O)C(O)=C(C(C)=O)C2c2ccccc2OC)cc1OC (centres undefined)	.	9
CCOc1ccc(C2OC(=O)Cc3cc(OC)c(OC)cc32)cc1 (centres undefined)	.	-15
CCNC(=O)CC1C(=O)N(c2ccc(F)cc2)C(=O)N1CCC(C)C (centres undefined)	-7	-9
CN(C)CCCNC(=O)C1CCNCC1	4	-3
CC(C)CNC(=O)C1C2C=CC(C2)C1C(=O)O (centres undefined)	-2	-127
Cc1ccc(-n2[nH]c(C)c(/C=N/n3c(C)nc4ccccc4c3=O)c2=O)cc1	14	15
Cc1onc(-c2c(F)cccc2Cl)c1C(=O)N1C=CC(C(F)(F)Cl)=NCC1	.	-13
CC1CN(C2CCN(S(=O)(=O)c3ccc4ccccc4c3)CC2)CC(C)O1 (centres undefined)	5	-10
C[C@]12CC[C@@H]3c4cc(O)c(O)cc4CC[C@H]3[C@@H]1CC[C@@H]2O	.	-11
COc1cccc(C2C3=C(N=C4SCC(=O)N42)c2ccccc2CC3)c1OC (centres undefined)	-12	4
CC(=O)NC1(c2nnnn2CCOC(=O)Nc2ccc(Cl)cc2)CCCCC1	-6	-8
COc1ccc(N2C(=O)C3CCCN3C2c2ccccc2OC)cc1 (centres undefined)	-9	5
Cc1cc(NCCCn2ccnc2)n2c(nc3ccccc32)c1C#N	-12	85*
Cc1ccccc1CCN(C(=O)Cn1nnc2ccccc21)C(C(=O)NC(C)(C)C)c1ccsc1 (centres undefined)	.	-1
COC(=O)c1ccc(C(=O)OC)c(NC(=O)CSc2ccccn2)c1	.	14
CCC(C)NC(=O)c1c(N)n(Cc2ccc3c(c2)OCO3)c2nc3ccccc3nc12 (centres undefined)	21	-76
CCSc1nnc(NC(=O)COc2ccc3ccccc3c2)s1	.	87
COc1ccc2ccccc2c1CN1CCN(C)CC1	-6	2
Cc1ccc(S(=O)(=O)N2CCC(C(=O)OC(C)C(=O)NCc3ccc4c(c3)OCO4)CC2)cc1 (centres undefined)	-18	7
Cn1c2c(c(=O)n(C)c1=O)C1c3cc(Cl)ccc3OCC1CO2 (centres undefined)	.	8
COc1ccc(-n2c(-c3ccccc3)nnc2-c2ccc(Cl)cc2)cc1	.	-10
Cn1c(-c2ccc(Cl)cc2)cnc1N	7	-13
O=C(CSc1nnc2c(Cl)cc(Cl)cn12)N1CCN(S(=O)(=O)c2ccccc2)CC1	-9	6
CC(=O)[C@@H]1[C@@H](C)N(Cc2ccccc2)C(=O)N[C@H]1c1ccccc1	.	1
Cc1ccc(C(=O)N/N=C\c2ccc[nH]2)cc1[N+](=O)[O-]	.	10
CCOC(=O)CSc1n[nH]c(NC(=O)c2ccc(F)cc2)n1	.	12
COc1nc2cc(C)ccc2cc1-c1noc(-c2cccnc2)n1	-5	.
O=C(Cn1cnc2sc(-c3ccccc3)cc2c1=O)N1CCOCC1	-1	-3
c1ccc(CNc2nc(N3CCOCC3)nc(N3CCOCC3)n2)cc1	.	10
Cc1ccc2[nH]c(=O)c3cc(C(=O)N4CCN(C(=O)c5ccco5)CC4)sc3c2c1	36	.
Cc1cc(NS(=O)(=O)c2ccc(Nc3nc(-c4sc(NC(=O)c5ccccc5)nc4C)cs3)cc2)no1	.	-22
CC(=O)c1sc(NC(=O)C2(F)C(F)(F)C(F)(F)C(F)(F)C(F)(F)C2(F)F)nc1C	3	2
CSCCC(NC(=O)c1occc1C)C(=O)O (centres undefined)	-6	14
COCCNC(=O)C(c1ccc(C)o1)N(C(=O)c1snc(C(N)=O)c1N)c1ccc(C)cc1 (centres undefined)	2	11
CNC(=O)c1sc2nc(-c3ccc(OC)cc3)cn2c1C	-8	.
Cc1cc(C)nc(N(C#N)Cc2ccccc2)n1	-90	2
Cc1cc(Oc2ccc(C#N)cc2)nc(N2CCOCC2)n1	.	4
Cc1ccc(NCc2nnc(SCc3ccc(C#N)cc3)n2Cc2ccco2)c(C)c1	2	7
O=C(O)CCCC(=O)N1CCN(c2cccc(Cl)c2)CC1	-1	4
COCCN(C(=O)Cc1cccs1)c1nnc(-c2cccnc2)s1	-5	3
CCOC(=O)CSc1cc(C(F)(F)F)nc(-c2ccccn2)n1	.	14
COCCOc1nc2c(c(=O)n(C)c(=O)n2C)n1CCc1ccccc1	-1	-9
CCOc1ccc(NC(=O)CCNS(=O)(=O)c2cccs2)cc1	.	10
CN(C)CCNC(=O)c1c(O)c2c([nH]c1=O)CCCC2	-13	-6
Cc1ccc(-c2ccc(/C=N/N3C(=O)C4C5C=CC(C6CC56)C4C3=O)o2)c([N+](=O)[O-])c1 (centres undefined)	.	-8
Cc1ccc(NC(=O)CN2CC(C)SC2=NC2CCCCC2)cc1 (centres undefined)	6	-16
COC(=O)CCC(=O)OC1(C)C(=O)C2=CN(c3ccc(OC)cc3)C(c3ccc(OC)cc3)=CC2=C(Br)C1=O (centres undefined)	.	-19
Nc1nc(NCc2ccccc2)nc(Nc2ccc(F)cc2)c1[N+](=O)[O-]	.	-9
N/C(COc1ccc(Cl)cc1)=N\NS(=O)(=O)c1ccccc1	.	-6
CCN(CC)CCNC1=NCCn2c1cc1cc(OC)ccc12	.	6
O=C(NCC1COc2ccccc2O1)c1c[nH]c2ccc(S(=O)(=O)N3CCOCC3)cc2c1=O (centres undefined)	-14	-47
COc1ccc2c(c1)CCC(C)N2S(=O)(=O)c1ccc(C2CNC(=O)C2)cc1 (centres undefined)	-23	-3
OCCNc1nc(Nc2ccccc2)nc(Nc2ccccc2)n1	-22	-4
CN(C)C(=O)N1CCN(C(=O)c2ccccc2Sc2ccccc2C#N)CC1	-1	-15
O=c1/c(=C/c2ccc(CNS(=O)(=O)c3ccccc3)o2)sc2n1CCN=2	-5	-17
COC(=O)CCCCC(=O)C1C(=O)CC(C)(C)C(C(=O)OC)C1=O (centres undefined)	-5	34
CCOc1cc(/C=N/NC(N)=O)cc(Br)c1OCC(=O)Nc1ccccc1C	.	7

Some of the entries so far, comma-delimited.
Structure,HIV RNase H inh,RmlC RmlD mix
c1ccc(CNc2nc(N3CCOCC3)nc(N3CCOCC3)n2)cc1,.,10
Cc1ccc2[nH]c(=O)c3cc(C(=O)N4CCN(C(=O)c5ccco5)CC4)sc3c2c1,36,.
Cc1cc(NS(=O)(=O)c2ccc(Nc3nc(-c4sc(NC(=O)c5ccccc5)nc4C)cs3)cc2)no1,.,-22
CC(=O)c1sc(NC(=O)C2(F)C(F)(F)C(F)(F)C(F)(F)C(F)(F)C2(F)F)nc1C,3,2
CSCCC(NC(=O)c1occc1C)C(=O)O (centres undefined),-6,14
COCCNC(=O)C(c1ccc(C)o1)N(C(=O)c1snc(C(N)=O)c1N)c1ccc(C)cc1 (centres undefined),2,11
CNC(=O)c1sc2nc(-c3ccc(OC)cc3)cn2c1C,-8,.
Cc1cc(C)nc(N(C#N)Cc2ccccc2)n1,-90,2
Cc1cc(Oc2ccc(C#N)cc2)nc(N2CCOCC2)n1,.,4
Cc1ccc(NCc2nnc(SCc3ccc(C#N)cc3)n2Cc2ccco2)c(C)c1,2,7
O=C(O)CCCC(=O)N1CCN(c2cccc(Cl)c2)CC1,-1,4
COCCN(C(=O)Cc1cccs1)c1nnc(-c2cccnc2)s1,-5,3
CCOC(=O)CSc1cc(C(F)(F)F)nc(-c2ccccn2)n1,.,14
COCCOc1nc2c(c(=O)n(C)c(=O)n2C)n1CCc1ccccc1,-1,-9
CCOc1ccc(NC(=O)CCNS(=O)(=O)c2cccs2)cc1,.,10
CN(C)CCNC(=O)c1c(O)c2c([nH]c1=O)CCCC2,-13,-6
Cc1ccc(-c2ccc(/C=N/N3C(=O)C4C5C=CC(C6CC56)C4C3=O)o2)c([N+](=O)[O-])c1 (centres undefined),.,-8
Cc1ccc(NC(=O)CN2CC(C)SC2=NC2CCCCC2)cc1 (centres undefined),6,-16
COC(=O)CCC(=O)OC1(C)C(=O)C2=CN(c3ccc(OC)cc3)C(c3ccc(OC)cc3)=CC2=C(Br)C1=O (centres undefined),.,-19
Nc1nc(NCc2ccccc2)nc(Nc2ccc(F)cc2)c1[N+](=O)[O-],.,-9
N/C(COc1ccc(Cl)cc1)=N\NS(=O)(=O)c1ccccc1,.,-6
CCN(CC)CCNC1=NCCn2c1cc1cc(OC)ccc12,.,6
O=C(NCC1COc2ccccc2O1)c1c[nH]c2ccc(S(=O)(=O)N3CCOCC3)cc2c1=O (centres undefined),-14,-47
COc1ccc2c(c1)CCC(C)N2S(=O)(=O)c1ccc(C2CNC(=O)C2)cc1 (centres undefined),-23,-3
OCCNc1nc(Nc2ccccc2)nc(Nc2ccccc2)n1,-22,-4
CN(C)C(=O)N1CCN(C(=O)c2ccccc2Sc2ccccc2C#N)CC1,-1,-15

(list continues)
SMILES	HIV RNase H inh	RmlC RmlD mix
CCCCC1(C)OC(=O)C(=Cc2ccc(N(C)C)cc2)C(=O)O1 (centres undefined)	.	11
CCCn1nc(-c2nnc(-c3ccc(C)c(C)c3)o2)c2ccccc2c1=O	6	-49
COc1cc2cc(C(c3nnnn3Cc3ccc(F)cc3)N3CCCCCC3)c(=O)[nH]c2cc1OC (centres undefined)	-3	-29
CCOC(=O)Cn1c2ccc(OC)cc2c2nc3ccccc3nc21	6	0
CCCC(=O)Nc1cccc(NC(=O)c2ccc(C)c([N+](=O)[O-])c2)c1	.	5
CCCC(=N)C1=C(O)CC(CC(C)SCC)CC1=O (centres undefined)	-5	6
CNC(=O)c1ccc(-n2nc(C)cc2-c2ccccc2)cc1	.	6
COc1ccccc1-c1cc(C(=O)Nc2cccnc2)no1	-5	.
COC(=O)c1cnn2c(C)c(Cc3cccc(F)c3)c(C)nc12	-8	-5
Cc1c(Cl)cccc1NC(=O)CC1SCCNC1=O (centres undefined)	-14	-9
Cc1ccc(NC(=O)N2CCCC2C(=O)NCCc2ccccc2)cc1 (centres undefined)	-6	-21
Cc1ccc(C(=O)OC2CCN(c3ccc([N+](=O)[O-])cc3)CC2)cc1	.	-4
CC(c1ccco1)N(C(=O)c1cccs1)c1ccccn1 (centres undefined)	-17	-9
O=C(O)c1ccc(-n2nnnc2Oc2ccccc2C(=O)N2CCOCC2)cc1	-1	-8
Cc1ccc(CSCCNS(C)(=O)=O)cc1	.	-15
CCCOc1ccccc1C1NC(=O)NC(C)=C1C(=O)OCCOCC (centres undefined)	-3	-6
COc1cc2c(cc1NC(=O)Nc1ccc(C)cc1)oc1ccccc12	.	-118
Cc1ccc(NC(=O)CCC(=O)c2ccc(F)cc2)cc1Cl	.	-10
O=C(CCN1CCN(c2ccccc2F)CC1)Nc1ccccc1F	-5	-3
COCCOC(=O)/C=C1/NC(=O)CS1	-12	4
Cc1ccc(OCc2ccoc2C(=O)O)cc1C	-2	-9
N#Cc1c(NC(=O)CSc2n[nH]c(Cc3ccccc3)n2)oc(-c2ccccc2)c1-c1ccccc1	17	0
Cc1cccc(-c2nnc(SCc3nc4ccccc4[nH]3)n2Cc2ccco2)c1	-3	2
C/C(=N\O)c1ccccc1C(=O)O	-8	7
C/C(=N\NC(=O)C1CCCN(S(=O)(=O)c2ccccc2)C1)c1cccnc1 (centres undefined)	.	-11
Cc1ccc(-c2cc(C(F)(F)F)n3ncc(C(=O)N4CCCc5ccccc54)c3n2)cc1	.	5
O=C(Nc1ccccc1N1CCCCC1)c1ccccc1F	-47	-12
CCOc1ccc(S(=O)(=O)N2CCN(C(=O)c3cccn3C)CC2)cc1	4	.
Cc1nc(-c2coc3c(CN(C)C)c(O)ccc3c2=O)cs1	.	17
COc1ccc(OC)c(-n2nnnc2SCC(=O)NCCc2ccccc2)c1	-26	.
Cc1cc(C)n(CC(=O)N2c3ccccc3Sc3ccccc32)n1	1	5
COc1ccc(C(=O)Nc2ccc(F)cc2F)cc1OC	.	-6
O=C(Nc1ccccc1Cl)c1cc(S(=O)(=O)N2CCCC(C(=O)O)C2)ccc1F (centres undefined)	-9	12
C/C(=N\Nc1nc2c(s1)CCCC2)c1ccccc1	.	-11
CCSc1nnc(NC(=O)c2ccc(C)cc2)s1	.	-13
O=C(/C=C/c1ccc(OC2CSC2)cc1)c1ccccc1	.	4
CCCCCN(CCCCC)C(=O)C(CCC(=O)O)NC(=O)c1ccc(Cl)c(Cl)c1 (centres undefined)	.	-6
O=C1OC(N2CCN(C(=O)C3CCCO3)CC2)c2ccccc21 (centres undefined)	-14	7
COc1ccnc(Oc2ccc(F)cc2)c1C(=O)N/C=N/OCc1ccc(F)cc1Cl	.	-46

Assay outcomes deposited in PubChem BioAssay by several laboratories.
